# Screens from PubChem BioAssay.
# MRP1 act – MRP-1 activation. hit rate 0.61% among 140,000. H69AR cells + doxorubicin, viability rescue, CellTiter-Glo. viability increase, % at 10 µM. AID 799;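 active means viability gain under doxorubicin at or above a set limit, the compound median plus 3 SD, cut at about 4.7% in these data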;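 further: MRP-1 overexpressing cells given doxorubicin 25 µM after compound pretreatment; 18-22 h compound pretreatment then 72 h with doxorubicin before readout; 0% = doxorubicin-only wells and 100% = vehicle-treated cells without doxorubicin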
# HCT116 PTEN-null – PTEN-deleted cell growth suppression; HCT116 PTEN-null viability, CellTiter-Glo, 60 h; active compounds read low; viability, % at 10 µM; hit rate 1.2% among 140,000; AID 827;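 active means viability at or below a set limit, 4 SD under the median of all tested compounds, cut at about 3.7% in these data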;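 further: PTEN knockout HCT116 line with beta catenin targeted HCT116 as companion control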
# Yeast life ext – yeast lifespan extension | hit rate 0.68% among 130,000 | AID 775 | inhibition of the nicotinamide effect, % at 10 µM | S. cerevisiae growth with nicotinamide, OD615; deaD strain in restrictive glucose medium;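 active means inhibition above a set limit, placed 3 SD over the median of all compounds, cut at about 26% in these data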;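 further: 0% = nicotinamide-treated wells and 100% = cells grown without nicotinamide; some compounds called inactive have numbers as strong as hits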
#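 assay system = DeaD-strain S. cerevisiae | buffer or medium = restrictive glucose medium | reagent = 1.5 mM nicotinamide | compound = 10 µM single point, 0.25% DMSO | incubation = 48 h compound exposure at 30 °C, humidified | signal = OD615 measurement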
# Phagocyt inh – blocks phagocytosis by macrophages. J774A.1 macrophage IgG-bead phagocytosis, imaging. inhibition, % at 5 µM. hit rate 0.07% among 110,000. AID 1029;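 active means inhibition above the mean of the plate negative controls plus 5 SD, cut at about 13% in these data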;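 further: phagocytic index as fraction of beads internalized from green versus red external bead signal; plate controls were DMSO negative control for no effect and cytochalasin-D positive control for full effect; some results beyond the cut were filed as inactive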
# NPY-Y2 antag – blocks the human neuropeptide Y Y2 receptor; AID 793; inhibition, % at 2.7 µM; P49146; NPY-Y2 expressing cells, antagonist mode; hit rate 0.99% among 140,000; in the data active means inhibition above about 17%;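 further: 0% = vehicle with agonist challenge and 100% = reference antagonist with challenge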
# Target sequence (P49146 whole entry, looked up): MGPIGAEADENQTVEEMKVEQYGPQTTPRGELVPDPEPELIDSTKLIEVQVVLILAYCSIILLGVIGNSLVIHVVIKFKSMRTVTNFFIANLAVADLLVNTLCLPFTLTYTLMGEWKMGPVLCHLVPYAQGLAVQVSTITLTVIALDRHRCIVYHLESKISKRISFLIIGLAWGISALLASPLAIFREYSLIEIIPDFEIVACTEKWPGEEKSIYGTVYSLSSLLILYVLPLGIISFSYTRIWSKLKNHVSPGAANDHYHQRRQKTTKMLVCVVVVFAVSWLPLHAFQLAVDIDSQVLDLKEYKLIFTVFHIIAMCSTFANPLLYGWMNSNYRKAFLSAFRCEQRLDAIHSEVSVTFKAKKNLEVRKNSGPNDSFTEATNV
# Yeast growth inh – yeast BB579 growth reduction in restrictive medium. S. cerevisiae BB579 growth, OD615, 48 h. inhibition, % at 10 µM. hit rate 0.51% among 140,000. AID 804;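 active means inhibition above a set limit, 3 SD over the mean compound inhibition, cut at about 44% in these data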; further: inactives centre near -24
#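 test system = yeast BB579 (DeaD) | buffer or medium = restrictive CSMM-D medium | doses = single compound dose of 10 µM, 0.25% DMSO final | times = 4 h preincubation and 48 h exposure at 30 °C | technique = culture absorbance at 615 nm | benchmarks = amphotericin B 10 µg/mL, positive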
# HCT116 bCat-KO – beta-catenin-lacking colon tumor cell growth suppression. HCT116 beta-catenin knockout viability, CellTiter-Glo, 60 h; active compounds read low. viability, % at 10 µM. hit rate 1.5% among 140,000;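 active means viability at or under a set limit, the compound median less 4 SD, cut at about 6% in these data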;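 further: 0% = Hyamine 1622 control at 20 µM and 100% = untreated cell control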
# E-sel TNF inh – TNF alpha driven E-selectin expression inhibition | HUVEC TNFa-induced E-selectin immunofluorescence, high content | inhibition, % at 2 µM | hit rate 0.71% among 120,000 | AID 1246;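 active means inhibition above the batch mean plus 3 SD, and confirmed as a hit on visual image review, cut at about 43% in these data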;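 further: 0% = TNF-stimulated DMSO wells and 100% = unstimulated control wells; not every result past the cut was called active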
# Measles CPE – protection of cells from measles virus; Measles virus-infected cells, CPE protection, absorbance; protection (pct of control), % at 4 µM; AID 841; hit rate 1.5% among 140,000; in the data active means protection mostly above about 24%, no sharp cut-off; inactive means mostly below about 26%; further: some compounds called inactive have numbers as strong as hits
# GALR2 antag – antagonists of human galanin receptor 2 (GALR2). hit rate 0.39% among 140,000. AID 828. GALR2-expressing cells, antagonist mode. inhibition, % at 4 µM; in the data active means inhibition above about 27%;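 further: cells stimulated with galanin 1-16 at roughly its EC80; 0% = agonist challenge control and 100% = basal control without agonist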
# Target sequence (O43603 whole entry, looked up): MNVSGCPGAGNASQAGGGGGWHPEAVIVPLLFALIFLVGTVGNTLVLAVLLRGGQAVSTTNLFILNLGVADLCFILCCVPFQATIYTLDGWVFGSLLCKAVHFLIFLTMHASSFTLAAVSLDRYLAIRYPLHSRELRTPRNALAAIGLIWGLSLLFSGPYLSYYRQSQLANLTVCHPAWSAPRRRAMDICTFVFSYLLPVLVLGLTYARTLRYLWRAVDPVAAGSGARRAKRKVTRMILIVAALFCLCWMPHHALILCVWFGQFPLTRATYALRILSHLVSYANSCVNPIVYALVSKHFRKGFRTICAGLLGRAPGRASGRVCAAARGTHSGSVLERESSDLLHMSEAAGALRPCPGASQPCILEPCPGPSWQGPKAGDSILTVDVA
# Numbers without * were called inactive; nt = no result given. Compounds were not picked by outcome; overall some 6.1% were active at least once.
SMILES,MRP1 act,HCT116 PTEN-null,Yeast life ext,Phagocyt inh,NPY-Y2 antag,Yeast growth inh,HCT116 bCat-KO,E-sel TNF inh,Measles CPE,GALR2 antag
CC(NC(=O)/C(C#N)=C/c1cn[nH]c1-c1ccccc1)c1ccccc1 (stereo unspecified),0.1,79,-8,-1,4,-9,80,-55,4,-8
Brc1ccc2c(c1)C(c1ccc(N3CCOCC3)cc1)=NNC(c1cccs1)=N2,-3.1,45,-5,0,-2,-50,46,10,3,2
CC(C)(C)c1ccc(C(=O)Nc2cccc3c(=O)[nH][nH]c(=O)c23)cc1,-1.3,94,-5,-3,-2,-12,94,-12,10,19
CCNc1oc(COc2cccc(C)c2)nc1C#N,-3.7,89,-7,-1,2,-22,86,-33,38*,0
COc1ccc(C2CC(C(F)(F)F)n3nc(C(=O)NCCN4CCOCC4)cc3N2)cc1 (stereo unspecified),-0.1,90,1,0,1,-41,92,-28,19,5
COc1ccc(C(C#N)N2N=C(C)CC2(C)C)cc1 (stereo unspecified),-1.2,97,-3,1,-1,-12,102,-3,3,-4
c1coc(CNc2nc(-c3ccncc3)cs2)c1,-2.5,68,-20,nt,0,-14,73,-27,13,4
CCc1noc(C)c1C(=O)N1CCOCC1,1.9,95,0,0,5,13,100,-10,17,-7
CCCOc1ccc(/C=N/NC(=O)C(C)Sc2ccccn2)cc1OCC (stereo unspecified),-2.6,102,4,-8,6,-19,101,-8,15,-2
Cc1cccc(CC(=O)Nc2cc(=O)n(C)c(=O)n2C)c1,-0.8,100,2,-1,0,-33,90,-18,9,11
COCCn1nnnc1CN(Cc1cc2cc(OC)c(OC)cc2[nH]c1=O)C1CCCC1,-4.1,94,-26,0,2,-44,98,-10,8,7
CC(C)(C)NC(=O)C12CCC(C)(c3nc4ccccc4nc31)C2(C)C (stereo unspecified),-2.8,87,21,1,0,-26,80,nt,3,-14
O=C1C(C2=NC(C(=O)O)C3C(=O)N(c4ccc(Cl)cc4)C(=O)C23)=C(O)c2ccccc21 (stereo unspecified),-0.8,97,-10,-5,-1,-26,106,-13,10,-3
Cc1ccc(S(=O)(=O)N/N=C2/CC(c3ccccc3)Oc3ccccc32)cc1[N+](=O)[O-] (stereo unspecified),0.8,71,-13,0,2,-1,84,-22,11,10
Cc1cc(C)c(C#N)c(SCC(=O)Nc2ccccc2C(N)=O)n1,-1.9,73,-12,nt,2,-17,76,8,2,9
CCOC(=O)C1C(=O)Nc2nc(C)nn2C1c1ccccc1 (stereo unspecified),-0.4,102,-12,0,2,-18,100,nt,17,-2
O=C(NCc1cccs1)C1CCCN(S(=O)(=O)c2cnc[nH]2)C1 (stereo unspecified),-1.5,100,-10,-1,2,-17,101,nt,10,6
CCCc1cc(=O)[nH]c(SCC(=O)C(C)(C)C)n1,0.1,93,-3,0,2,-24,108,9,12,-10
CCn1cc(C(=O)OCC(=O)Nc2c(C)n(C)n(-c3ccccc3)c2=O)c(=O)c2ccc(C)nc21,-1.1,123,3,-1,5,-49,91,5,24,2
O=S(=O)(NCc1ccco1)c1cccc2cccnc12,-0.9,87,-10,nt,3,12,80,14,22,-11

# Brought forward from above: 3 compounds, then new ones.
SMILES,MRP1 act,HCT116 PTEN-null,Yeast life ext,Phagocyt inh,NPY-Y2 antag,Yeast growth inh,HCT116 bCat-KO,E-sel TNF inh,Measles CPE,GALR2 antag
CCCc1cc(=O)[nH]c(SCC(=O)C(C)(C)C)n1,0.1,93,-3,0,2,-24,108,9,12,-10
CCn1cc(C(=O)OCC(=O)Nc2c(C)n(C)n(-c3ccccc3)c2=O)c(=O)c2ccc(C)nc21,-1.1,123,3,-1,5,-49,91,5,24,2
O=S(=O)(NCc1ccco1)c1cccc2cccnc12,-0.9,87,-10,nt,3,12,80,14,22,-11
Cc1ccc(C(=O)Nc2nnc(-c3ccco3)o2)cc1C,-2.6,61,-2,-6,2,-10,50,26,9,-5
C[n+]1ccc(/C=C/c2ccc(Br)cc2)cc1,-4.3,71,-21,nt,-1,-40,69,16,1,7
Cc1ccc(-c2nc(CS(=O)(=O)CC(=O)N3CCCCCC3)c(C)o2)cc1,-0.7,81,-4,0,4,-60,68,-50,6,13
C=C(C)CNC(=S)NNC(=O)CCn1c2ccc(Cl)cc2c2cc(Cl)ccc21,-5.5,3.5*,-3,-1,-4,-19,2.7*,20,3,-1
COC(=O)c1c(C)oc2ccc(NS(=O)(=O)c3cc(OC)ccc3OC)cc12,-0.7,90,-11,-2,6,-46,87,-22,14,-5
COc1ccc(N=C2C(=O)N3c4c(cccc42)C(C)=CC3(C)C)cc1,-4.3,17,9,-8,2,-20,16,-23,10,10
Cc1ccccc1NC(=O)CN1C(=O)NC2(CCCCC2)C1=O,-0.5,103,-2,0,4,-55,109,0,11,-5
COc1ccc(OCC(=O)NC2CC(C)(C)NC(C)(C)C2)cc1,1.2,106,-2,0,4,-4,101,21,5,7
COc1ccc(CCn2c(=O)[nH]c3cc(C(=O)NCCN4CCOCC4)ccc3c2=O)cc1OC,-2.4,93,-5,1,2,-11,97,11,8,-26
O=C(Cc1ccccc1)NCCSCc1ccco1,-1.7,100,-17,0,1,-5,97,8,6,-7
CC1CCN(CCOc2cccc(Br)c2)CC1,-1.9,85,7,1,5,-6,94,nt,5,-6
CCOC(=O)c1c(NC(=O)C2COc3ccccc3O2)sc2c1CC(C)(C)NC2(C)C (stereo unspecified),-5.8,0.7*,-2,-5,21*,-19,2.3*,nt,47*,-18
CCOC(=O)c1ccc(S(=O)(=O)Nc2ccc3cn[nH]c3c2)cc1,-1.8,70,-8,nt,2,20,67,nt,9,14
CCS(=O)(=O)N1CCC(C(=O)c2ccc(Cl)cc2)CC1,-0.7,87,nt,nt,6,-38,91,0,7,7
Cc1conc1NC(c1cccs1)c1ccc2cccnc2c1O (stereo unspecified),-5.0,2.6*,0,1,0,62*,3.5*,13,17,-3
COCCNC(=O)c1ccccc1-c1nc(-c2ccccc2OC)no1,-1.5,90,-1,-1,3,-41,90,26,15,1
Fc1ccccc1N1CCN(c2ncnc3[nH]ncc23)CC1,-2.6,61,-11,-2,0,-26,62,-22,3,-5
Cc1cc(-c2csc(N)n2)c(C)n1C,-3.6,94,-3,2,-2,-21,83,11,18,-1
O=C(CSCc1n[nH]c(=O)[nH]1)NCCOc1cccc(Oc2ccccc2)c1,-2.0,90,-7,-2,2,-7,95,-11,10,-8
Cc1ccc(CN2CCN(CC(=O)NC(C)CCc3ccccc3)C2=O)cc1 (stereo unspecified),4.7,80,-4,0,6,-48,67,-8,7,-3
CC(Oc1ccc(C(=O)NC2CCCCC2)cc1)C(=O)O (stereo unspecified),-1.9,94,-30,11,1,-25,91,1,6,-3
CC1CC(NNC(=O)c2ccccc2)=Nc2ccccc2N1C (stereo unspecified),-2.1,84,2,-1,-1,-16,87,nt,3,4
O=C1c2ccccc2C(O)N1Cc1ccccc1Cl (stereo unspecified),-1.0,85,-11,0,2,20,87,-5,2,7
Cc1ccc(Cn2c(Sc3ncccn3)nc3c2c(=O)[nH]c(=O)n3C)cc1,-0.7,84,-12,-1,2,-47,84,-34,18,-1
O=C(/C=C/c1ccc([N+](=O)[O-])cc1)NCc1cccs1,-1.3,92,-2,-3,5,0,89,nt,14,2
CS(=O)(=O)N1CCCC(c2nc(-c3ccc(S(=O)(=O)NCc4ccccc4)cc3)no2)C1 (stereo unspecified),1.4,30,3,nt,2,-30,33,nt,10,14
CC(C)Cc1nnc(NC(=O)CC(=O)Nc2ccccc2C(=O)O)s1,3.3,107,-4,1,6,-15,118,-5,6,-14
CCOC(=O)c1cc(-c2ccccc2)sc1NC(=O)CSc1nnnn1C,-0.4,83,-8,-1,3,-92,75,5,7,-16
O=C(NC(Cc1ccccc1)C(=O)O)/C(=C\c1ccco1)NC(=O)c1ccccc1Br (stereo unspecified),-1.3,97,-3,-3,1,-36,97,-1,5,7
CC(=O)Nc1ccc(C(=O)N2CCCC2)cc1,-0.5,107,1,3,0,-65,93,-15,2,12
O=C(/C=C/c1ccc2c(c1)OCO2)c1ccco1,-6.0,20,8,4,6,-5,18,9,4,-2
Cc1cccc2cc(CN(Cc3cccs3)S(=O)(=O)c3ccc4c(c3)OCCO4)c(=O)[nH]c12,9.3*,67,2,nt,-1,-10,72,nt,17,-1
CC(NC(c1ccccc1)c1ccccc1)C(=O)N1CCCc2ccccc21 (stereo unspecified),1.1,63,16,-2,8,-49,65,nt,12,6
Cc1cccc(N2C(=O)C(Oc3ccc(Cl)cc3Cl)C2C=O)c1C (stereo unspecified),-4.6,4,51*,-9,-2,-27,5.2*,nt,12,14
C=CCN1C(=O)C(CC(=O)Nc2ccc(OC)cc2)N(Cc2ccco2)C1=S (stereo unspecified),-3.9,104,-9,nt,-2,-28,102,46,6,13
Cc1cc(C(=O)CN2C(=O)NC(c3ccccc3)(c3ccccc3)C2=O)c(C)n1Cc1ccco1,-4.6,68,-15,0,-1,-34,65,74*,3,2
CCC(C(=O)OCC(=O)Nc1ccc(C(=O)Nc2ccc(OC)cc2)cc1)c1ccccc1 (stereo unspecified),-0.8,81,-1,-8,10,-58,96,11,5,6
CC(C)c1ccc(C2NC(C(=O)O)CS2)cc1 (stereo unspecified),-0.5,102,-5,0,0,-28,95,20,5,-9
CCCN(CC1CC1)C(=O)COc1ccccc1C(=O)NCc1ccccc1,-0.6,96,-9,3,5,-76,92,10,5,-8
CCNC(=S)SCCOc1ccc(C)cc1,-3.3,89,-9,-5,7,-2,92,3,5,-4
Cc1nc(-c2cccc(NS(=O)(=O)c3ccccc3)c2)cs1,-2.5,83,-8,-1,3,11,95,24,16,-5
Cc1onc(-c2ccccc2Cl)c1C(=O)NCc1ccccn1,-2.4,101,-5,1,1,-22,94,-1,21,-7
Cc1nc(SCC#N)c2c3c(sc2n1)CCC3,0.1,95,-11,-1,1,-44,102,-8,19,-13
CCCc1cc(-n2cnc3ccccc32)n2c(nc3ccccc32)c1C#N,-4.9,88,20,-2,3,-12,90,1,8,-5
S=C1SCN(CCN2CCOCC2)CN1Cc1ccccc1,-5.4,30,36,-4,2,40,20,-15,3,0
COc1ccc(C)cc1S(=O)(=O)N1CCN(S(=O)(=O)c2cc(C)ccc2OC)C(C)C1 (stereo unspecified),-2.0,98,-23,0,-1,-50,104,25,9,7
CCN(N=Nc1cccc([N+](=O)[O-])c1)c1cccc([N+](=O)[O-])c1,-1.6,86,-9,nt,1,-14,83,-17,25,1
Cc1cccc(Oc2ncnc(N)c2[N+](=O)[O-])c1C,-0.9,93,1,4,1,-29,95,-5,9,-10
CCOC(=O)C1=C(CSc2nc(-c3ccncc3)ccc2C#N)OC(N)=C(C#N)C1c1ccc(OC)cc1 (stereo unspecified),3.5,105,-6,-1,-4,-38,119,-3,11,-1
